From PubChem
FXIa inh 1536 – human FXIa protease inhibitors, primary screen, biochemical, 1536-well; AID 798, 2007; Coagulation factor XI (Homo sapiens), P03951; purified FXIa, Boc-Glu-Ala-Arg-AMC fluorogenic substrate; inhibition, % at 5 µM; 220,000 tested, 0.14% active;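 active means inhibition of at least 40%; inactive means inhibition below 40%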;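 further: fluorescence of freed AMC excited at 355 nm; 0% = enzyme without compound and 100% = no enzyme blank; many of its hits are not listed in these tables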
KLK5 inh – human KLK5 protease inhibitors, primary screen, biochemical, 1536-well; Kallikrein-5 (Homo sapiens), Q9Y337; recombinant hK5, fluorogenic AMC substrate cleavage; inhibition, % at 5 µM; 210,000 tested, 0.59% active; AID 873, 2007;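 active means inhibition of 40% or more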;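 further: 0% = enzyme controls without compound and 100% = no-enzyme blanks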
p97 ATPase inh – inhibitors of human p97 ATPase, primary screen, biochemical; Transitional endoplasmic reticulum ATPase (Homo sapiens), P55072; recombinant p97 ATPase, Kinase-Glo ATP luminescence, 3 h; inhibition, % at 8 µM; 220,000 tested, 0.42% active; in the data active means inhibition above about 15%;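 further: 0% = DMSO vehicle and 100% = wells lacking enzyme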
eIF4E 4G PPI – eIF4E–eIF4G protein interaction inhibitors, primary screen, biochemical, uHTS, TR-FRET, eIF4GI fragment. Eukaryotic translation initiation factor 4E (Mus musculus) + Eukaryotic translation …. AID 782, 2007. TR-FRET eIF4E-eIF4GI(517-606) binding, 2 h. 220,000 tested, 0.37% active. inhibition, % at 21.7 µM;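 active means inhibition above about 30%, limit read from the data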;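 further: 0% = full FRET control wells and 100% = background wells lacking eIF4GI fragment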
Mdm2 ligase inh – MDM2-luciferase reporter signal enhancers, primary screen, MDM2 E3 ligase inhibitor project, cell-based, luminescence, 1536-well; E3 ubiquitin-protein ligase Mdm2 (Homo sapiens), Q00987; cell-based MDM2 ubiquitination luciferase reporter, 2 h; 0 = plate control, 100 = twice control, blank-subtracted; signal enhancement, % at 5 µM; 210,000 tested, 0.11% active; AID 1230, 2008;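 active means signal enhancement of 30% or more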;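 further: luminescence tracks abundance of the self-degrading MDM2-luciferase fusion protein; higher signal means inhibition of MDM2 E3 ligase activity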
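Assay system: mammalian cells stably expressing self-ubiquitinating, self-degrading MDM2 E3–luciferase fusion. Quantity: 2000 cells in each well. Medium: DMEM culture medium. Compound dosing: single-point 5 µM. Timing: cell settling 4 h, compound treatment 2 h, both 37 °C. Technique: luciferase luminescence. Read-out basis: percent signal gain over controls, blank-subtracted. Benchmarks: plate controls and plate blanks.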
Wee1 stabilizer – Wee1 degradation inhibitors, primary screen, cell-based, HeLa, Wee1K328M-luciferase, luminescence; Wee1-like protein kinase (Homo sapiens), P30291; HeLa Luc-Wee1K328M stability; 100% = proteasome inhibitor MG132 effect; reporter increase, % at 5 µM; 220,000 tested, 1.2% active;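 active means activation above the mean of all tested compounds plus 3 SD, set per screening run, cut at about 8.8% in these data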;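 further: cells exposed to compound for 20 h before luminescence read; 0% = DMSO alone and 100% = MG132 at 30 µM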
Rad51 HR inh – human RAD51 strand exchange inhibitors, primary screen, biochemical, fluorescence; 200,000 tested, 0.085% active; inhibition, % at 10 µM; DNA repair protein RAD51 homolog 1 (Homo sapiens), Q06609; hRad51 DNA strand exchange, fluorescence dequenching;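 active means inhibition above 40% at the single screening dose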;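 further: 0% = DMSO control wells and 100% = blanks with heterologous ssDNA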
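Test system: preformed human Rad51 ssDNA filaments; also added: Donor/quencher-labelled 47-bp dsDNA substrate; doses: 10 µM final, single point; times: 37 °C 15-min filament assembly, 30-min compound preincubation, 15-min exchange; detection: FRET fluorescence dequenching, excitation 485 nm, emission 520 nm; read-out basis: Fluorescence-based percent inhibition, control- and blank-normalised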
FXIIa inh 1536 – human FXIIa protease inhibitors, primary screen, biochemical, 1536-well | 220,000 tested, 0.3% active | purified FXIIa, Boc-QGR-AMC fluorogenic substrate, 2 h | AID 800, 2007 | inhibition, % at 5 µM | Coagulation factor XII (Homo sapiens), P00748; in the data active means inhibition above about 40%;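 further: 0% = enzyme with no compound and 100% = blank without enzyme; many of its hits are not listed in these tables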
14-3-3 Bad inh – inhibitors of 14-3-3 zeta/Bad binding, primary screen, biochemical, TR-FRET, bovine 14-3-3 zeta; TR-FRET 14-3-3zeta/Dy647-pBad peptide displacement, 1 h; inhibition, % at 21.7 µM; 220,000 tested, 0.71% active;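 active means inhibition above about 70%, limit read from the data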;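 further: 0% = full 14-3-3 plus peptide FRET controls and 100% = background without 14-3-3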
An asterisk follows results filed as active; . = not tested or not shown; [ ] = remark or other dose.

item	Compound	FXIa inh 1536	KLK5 inh	p97 ATPase inh	eIF4E 4G PPI	Mdm2 ligase inh	Wee1 stabilizer	Rad51 HR inh	FXIIa inh 1536	14-3-3 Bad inh
1	Cc1noc(C)c1CSc1ccc(Br)cc1	0.3	-1.9	4.0	8.9	-4.3	0.3	.	15.6	6.0
2	CCc1nc(SCC(=O)NCc2ccco2)c2c3c(sc2n1)CCCC3	-61.1	-12.5	0.1	0.6[fluorescence artefact?]	-12.1	0.2	8.1	11.6	11.2[fluorescence artefact?]
3	CCN(CC)c1cc(C)c(C#N)c2nc3ccccc3n12	1.7	-2.9	-8.8	8.9	-6.2	0.1	10.2	12.4	3.6
4	O=C(COc1ccc2ccc(=O)oc2c1)N1CCN(c2ccccc2)CC1	-1.6	-0.5	0.0	3.9	-1.4	0.1	-2.4	.	6.5
5	CCS(=O)(=O)CCn1c([N+](=O)[O-])cnc1C	-3.5	-13.4	5.2	6.5	.	-2.8	-6.8	7.8	-3.5
6	C/C(=N\O)C(=O)OC1CC(C)CCC1C(C)C (stereo not drawn)	3.4	-16.9	5.5	2.8[fluorescence artefact?]	-5.2	-1.1	0.4	13.9	2.3
7	O=C(CSCC(=O)N1CCCCC1)Nc1nc(-c2ccc(Cl)s2)cs1	-8.3	31.7	-0.5	4.1	-12.2	-1.2	-2.8	-1.2	1.0
8	COc1ccc(N=Nc2cc(C)c(O)c(CN3CCCCC3)c2)cc1	2.3	-1.5	-3.8	7.4	-3.5	-3.3	-3.9	8.1	-4.0
9	CCOC(=O)CNC(=O)c1cccnc1	3.5	3.1	3.3	10.7	-1.8	0.0	-6.1	11.6	62.5
10	Cc1csc(NC(=O)c2ccccc2[N+](=O)[O-])n1	-9.6	2.0	2.3	-11.6	-12.5	-0.4	-3.2	5.9	-4.5
11	Cn1cccc1C(=O)OCC(=O)N1c2ccccc2NC(=O)C1(C)C	29.2	30.6	-6.7	-0.8	-93.1	-0.4	-9.5	29.5	1.6
12	CCC1=NN(C(=O)Cc2ccccc2)C(O)(c2ccncc2)C1 (stereo not drawn)	-4.9	-4.8	3.0	8.3	-11.8	1.4	13.6	1.1	-6.7
13	Cc1cc(NC(=S)NC(=O)/C=C/c2ccc(S(=O)(=O)N3CCOCC3)cc2)ccc1Br	1.3	-17.9	1.2	-6.6	-16.9	-2.9	18.6	-1.5	-8.9
14	O=C(N/N=C/c1cccnc1)c1ccc2c(c1)OCCO2	2.0	3.6	-5.5	4.1[fluorescence artefact?]	-22.5	8.0	9.0	16.4	3.3[fluorescence artefact?]
15	CN1C(=O)CSc2ccc(NC(=O)N3CCC(N4CCCCC4)CC3)cc21	4.8	15.4	4.5	-9.7	-21.9	1.8	-8.7	19.7	12.2
16	CC(C)C(=O)Nc1cccc(-c2csc(-c3ccccc3)n2)c1	-3.0	11.7	2.3	2.0	-12.8	-1.9	-4.7	-4.6	-9.6
17	O=c1ccnc(S/C=C/c2ccccc2)[nH]1	3.3	3.0	-1.9	-10.4[fluorescence artefact?]	-8.8	6.7	5.0	13.8	-6.5[fluorescence artefact?]
18	O=C1C2CC=CCC2C(=O)N1c1ccc(Cc2ccncc2)cc1 (stereo not drawn)	-15.8	5.9	-2.5	-8.5	-3.4	-3.3	-5.5	-2.9	2.1
19	COc1ccc(/C(O)=C2/C(=O)C(=O)N(c3nc(C)c(C)s3)C2c2ccco2)cc1 (stereo not drawn)	-2.7	-22.2	-2.5	3.6	-18.5	-1.0	-1.5	1.7	7.7
20	O=C(CNC(=O)c1cccc(Br)c1)N/N=C/c1cn[nH]c1-c1ccccc1	2.0	-20.3	2.8	1.9	-11.3	-3.2	-0.8	11.4	5.5[fluorescence artefact?]
21	Nc1nc(SCC(=O)NC2CCCC2)[nH]c(=O)c1NC(=O)c1cccs1	-2.4	-2.2	2.8	-6.3	-3.4	0.4	.	10.3	0.3
22	COc1ccc(CN=CC2=C(O)CNC2=O)cc1	3.6	7.5	-1.3	-5.2	-5.9	-3.3	0.4	16.7	-1.0
23	CCOC(=O)c1sc2ncn(CC(=O)NCC3CCCO3)c(=O)c2c1C (stereo not drawn)	24.8	6.0	1.7	11.3	-10.2	1.6	-3.1	19.9	2.1
24	Cc1nc(-c2cccc(NS(=O)(=O)c3ccc4ccccc4c3)c2)cs1	11.8	-15.8	2.0	4.5	7.0	-2.2	-4.5	17.0	1.1
25	Cc1cc(/C=N/n2cnnc2)c(C)n1-c1ccc(Cl)cc1Cl	6.7	-3.8	-0.6	4.5	-12.7	-0.3	6.5	8.6	-6.8
26	CCN(CC)S(=O)(=O)c1cccc(C(=O)OCC(=O)c2ccc3c(c2)OCCO3)c1	-3.9	-17.3	1.4	-2.0	-6.4	4.2	.	4.8	-5.2[fluorescence artefact?]
27	CCOC(=O)c1cc([N+](=O)[O-])c([N+](=O)[O-])cc1NC(C)=O	2.8	-7.8	15.8*	-4.8	-5.5	-1.5	-40.2	5.3	-1.7
28	O=C(COc1ccc(S(=O)(=O)NC2CCCCC2)cc1Cl)NCC1CCCO1 (stereo not drawn)	-2.5	-7.3	-2.7	5.3	-5.4	-0.5	4.8	19.2	0.2
29	COc1ccc(OC)c(NC(=O)N2CCCC(C)C2)c1 (stereo not drawn)	2.6	0.6	4.5	0.0	.	2.8	-4.0	12.6	1.6
30	CCC1=Nc2cc(C(=O)O)ccc2Sc2ccccc21	-4.6	-14.7	3.8	8.2	.	3.1	2.5	2.0	-0.9

(further entries)
item	Compound	FXIa inh 1536	KLK5 inh	p97 ATPase inh	eIF4E 4G PPI	Mdm2 ligase inh	Wee1 stabilizer	Rad51 HR inh	FXIIa inh 1536	14-3-3 Bad inh
31	CC(NC(=O)c1ccccc1NC(=O)c1ccncc1)c1ccccc1 (stereo not drawn)	-3.6	-0.7	-1.6	-2.5	2.5	-2.2	1.2	.	-1.8
32	O=c1oc2ccccc2cc1-c1nc2c(s1)CCc1ccccc1-2	8.4	-14.8	6.2	2.3[fluorescence artefact?]	2.4	5.6	-27.3	9.3	-31.5[fluorescence artefact?]
33	Cc1c(C(=O)O)sc2nc3n(c(=O)c12)CCC(C)CC3 (stereo not drawn)	11.6	3.6	2.2	1.0	.	1.2	0.2	21.1	8.1
34	Cc1cc(CNC(=O)COc2ccc(F)cc2F)c2ccccc2n1	-2.4	0.3	1.2	0.9	-32.7	4.1	17.8	2.5	-12.1
35	C=CCN(CC=C)S(=O)(=O)c1ccc(NC(=S)NC(=O)c2ccc(-c3ccccc3)cc2)cc1	14.3	-17.4	-1.1	-12.5	-16.2	-1.4	-9.7	12.8	1.6[fluorescence artefact?]
36	CC(=O)N/C(=C\c1ccc(F)cc1)C(=O)N(C)C	3.8	-6.7	-1.4	4.9[fluorescence artefact?]	-8.9	6.2	-1.0	1.6	-5.9
37	CCOc1ccc(C(NC(C)=O)c2ccc(OC)c(OC)c2)cc1 (stereo not drawn)	-6.3	-49.9	1.7	5.6	-3.1	2.0	12.8	-0.5	-0.5
38	Cn1nc(C(C)(C)C)cc1NC(=O)Nc1ccc(F)cc1F	-3.3	-1.6	5.3	2.7	-6.8	-1.4	.	1.9	5.4
39	O=C(Nc1cccc(F)c1)N1C2CCC1CC(O)(c1cccnc1)C2 (stereo not drawn)	-3.5	0.4	4.0	0.2	-0.7	-0.1	-26.2	0.6	0.2
40	O=C(CN1CCN(CC(=O)Nc2ccc3c(c2)OCO3)CC1)Nc1ccc(F)cc1	-1.1	-16.4	1.4	0.0	-8.7	-3.7	9.1	7.4	12.1
41	CCOc1ccccc1N(CC(=O)NCc1ccc(OC)cc1)S(C)(=O)=O	-1.8	-3.0	5.0	5.2	4.3	-0.5	-0.3	1.4	1.2
42	O=C(Cc1ccc(F)cc1)Nc1ccccc1Sc1ccccc1	3.3	-4.3	2.2	18.6	13.4	4.0	-34.6	5.5	10.6
43	COc1ccccc1NS(=O)(=O)c1ccc(N/N=C/c2c(C)nn(-c3ccccc3)c2N2CCCC2)c([N+](=O)[O-])c1	5.9	-4.0	5.1	0.1	-6.4	2.2	10.3	7.1	58.5[fluorescence artefact?]
44	Cc1ccc(CNC(=O)CCCN2C(=S)NC(C)(C)CC2C)cc1 (stereo not drawn)	-3.9	-5.2	1.8	3.3	4.2	3.5	2.1	2.2	-1.0
45	CCCN1C(=O)/C(=N\OCC(=O)Nc2ccc(C(C)C)cc2)c2ccccc21	3.5	-5.7	6.2	-0.7[fluorescence artefact?]	-5.9	3.1	-3.2	15.2	6.7
46	O=C(CCCN1Cc2ccccc2C1)c1ccc(F)cc1	3.0	-3.4	4.6	9.1	-12.7	-1.9	-0.5	4.8	25.7[fluorescence artefact?]
47	O=C(Nc1ccc2oc(-c3ccncc3)nc2c1)c1cccs1	3.6	-21.2	3.7	-3.0	-3.2	2.2	-10.5	6.2	4.2
48	Cc1cc(NC(=S)N(CCN2CCCCC2)Cc2ccco2)ccc1Cl	-2.4	-1.4	-4.6	0.5	6.6	-1.9	-3.1	9.5	-3.0
49	COc1cc(/C=C/C(=O)NCCN2CCOCC2)cc(OC)c1OC	4.0	-20.8	6.5	1.2[fluorescence artefact?]	-8.7	-1.2	1.1	11.7	-18.1
50	COc1ccc(C(C)C)cc1S(=O)(=O)n1ccnc1C	7.4	-9.6	-5.9	-20.6[fluorescence artefact?]	-13.5	12.8*	12.6	16.7	11.5
51	Cc1cccc(C)c1NC(=O)NNC(=O)c1cc(C(C)(C)C)nn1Cc1ccccc1	-1.7	-5.8	9.2	0.5	-8.1	-2.0	-21.0	6.7	-2.0
52	Cc1cccc(/C=c2\s/c(=C\C(=O)C(C)(C)C)[nH]c2=O)c1	-9.5	-7.7	-2.4	-1.9	-12.9	-0.7	10.4	2.3	-0.6[fluorescence artefact?]

From entry 49 as far as 52, copied from above:
item	Compound	FXIa inh 1536	KLK5 inh	p97 ATPase inh	eIF4E 4G PPI	Mdm2 ligase inh	Wee1 stabilizer	Rad51 HR inh	FXIIa inh 1536	14-3-3 Bad inh
49	COc1cc(/C=C/C(=O)NCCN2CCOCC2)cc(OC)c1OC	4.0	-20.8	6.5	1.2[fluorescence artefact?]	-8.7	-1.2	1.1	11.7	-18.1
50	COc1ccc(C(C)C)cc1S(=O)(=O)n1ccnc1C	7.4	-9.6	-5.9	-20.6[fluorescence artefact?]	-13.5	12.8*	12.6	16.7	11.5
51	Cc1cccc(C)c1NC(=O)NNC(=O)c1cc(C(C)(C)C)nn1Cc1ccccc1	-1.7	-5.8	9.2	0.5	-8.1	-2.0	-21.0	6.7	-2.0
52	Cc1cccc(/C=c2\s/c(=C\C(=O)C(C)(C)C)[nH]c2=O)c1	-9.5	-7.7	-2.4	-1.9	-12.9	-0.7	10.4	2.3	-0.6[fluorescence artefact?]
